# Source: PubChem BioAssay
# CHO-K1 Ca antag – M1 antagonist counterscreen hit in parental CHO-K1 cells; ATP-induced calcium, Fluo-8 fluorescence; inhibition, % at 3 µM; hit rate 0.6% among 360,000; AID 602250;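 active = inhibition above a per-plate cutoff, the plate's mean sample inhibition plus 3 SD, cut at about 24% in these data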;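 also: 0% = DMSO plus EC80 ATP and 100% = DMSO alone without ATP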
# TAAR1 agonist – agonists of human TAAR1 | Q96RJ0 | CHO RD-HGA16 TAAR1, Fluo-8 calcium fluorescence; vehicle wells 0%, saturating PEA agonist 100% | activation, % at 3 µM | hit rate 0.99% among 360,000 | AID 624467;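 active = activation above the mean activation of all test compounds in the run plus 3 SD, cut at about 38% in these data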
# Target sequence (Q96RJ0 whole entry, looked up): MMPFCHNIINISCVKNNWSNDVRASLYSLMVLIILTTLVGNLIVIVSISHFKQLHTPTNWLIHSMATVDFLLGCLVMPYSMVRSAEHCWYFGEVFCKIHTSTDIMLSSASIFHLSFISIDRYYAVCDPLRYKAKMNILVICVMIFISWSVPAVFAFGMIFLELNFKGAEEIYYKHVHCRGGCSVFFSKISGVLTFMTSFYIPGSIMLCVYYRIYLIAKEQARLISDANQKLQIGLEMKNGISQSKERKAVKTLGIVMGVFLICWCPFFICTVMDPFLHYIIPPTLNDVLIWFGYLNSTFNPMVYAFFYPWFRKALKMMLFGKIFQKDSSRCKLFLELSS
#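 Test system: RD-HGA16 (CHO) cells co-expressing Gα16 and hTAAR1 / Benchmarks: DMSO vehicle as 0%, PEA at EC100 as 100% / Repeats: no replicates (n 1) / Measure: % activation from peak over basal fluorescence ratio, DMSO-to-PEA scaled / Timing: 17-24 h plating, Fluo-8 75 min 37 °C, 30 min RT / Technique: kinetic Fluo-8 calcium fluorescence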
# CHO-K1 Ca PAM – counter-screen for M1 PAMs: effect in parental CHO-K1 cells. ATP EC20, Fluo-8 calcium fluorescence; 0% at ATP EC20, 100% at ATP max. activation, % at 3 µM. hit rate 0.02% among 360,000. AID 602247;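 active = activation above the run cutoff, the mean activation of all test compounds plus 3 SD, cut at about 40% in these data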;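 also: peak over basal fluorescence ratio in a 140 s read after ATP addition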
# CHRM1 PAM – potentiates human M1 receptor response to acetylcholine. hit rate 0.088% among 360,000. AID 588819. activation, % at 3 µM. CHO-K1 hM1, Fluo-8 calcium fluorescence, ACh EC20; 0% = ACh EC20, 100% = maximal ACh. P11229; in the data active = activation above about 19%, passing the limit was not always enough
# Target sequence (P11229 whole entry, looked up): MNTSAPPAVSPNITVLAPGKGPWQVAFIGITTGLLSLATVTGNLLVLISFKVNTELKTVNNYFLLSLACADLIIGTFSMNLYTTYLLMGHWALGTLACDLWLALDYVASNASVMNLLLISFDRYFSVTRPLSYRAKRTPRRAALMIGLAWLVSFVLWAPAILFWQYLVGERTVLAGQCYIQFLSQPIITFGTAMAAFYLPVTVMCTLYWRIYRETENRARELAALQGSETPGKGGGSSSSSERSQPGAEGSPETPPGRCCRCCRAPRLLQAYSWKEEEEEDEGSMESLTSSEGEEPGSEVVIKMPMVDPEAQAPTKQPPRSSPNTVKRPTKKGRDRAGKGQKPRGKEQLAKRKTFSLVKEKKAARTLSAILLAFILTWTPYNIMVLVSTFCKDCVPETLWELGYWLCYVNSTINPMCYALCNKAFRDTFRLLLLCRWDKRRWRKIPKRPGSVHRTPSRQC
# CHO-K1 Ca ag – nonselective activator or artifact in parental CHO-K1 cells; Fluo-8 calcium fluorescence; scaled to maximal ATP response, vehicle zero; AID 602248; activation, % at 3 µM; hit rate 0.48% among 360,000; in the data active = activation above about 15%;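 also: untransfected CHO-K1 host cells lacking M1 receptor as counterscreen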
# M1 ag – activates human CHRM1 receptor | CHO-K1 hM1, Fluo-8 calcium fluorescence, agonist mode; 0% DMSO, 100% acetylcholine EC100 | activation, % at 3 µM | P11229 | hit rate 0.33% among 360,000 | AID 588814;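 active = activation above the run's mean compound activation plus 3 SD, cut at about 16% in these data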;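 also: peak over basal fluorescence ratio within a 140 s kinetic read after compound addition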
# M1 antag – blocks human M1 muscarinic receptor; hit rate 1.3% among 360,000; inhibition, % at 3 µM; AID 588852; P11229; CHO-K1 hM1, Fluo-8 calcium fluorescence, ACh EC80 antagonist;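 active = percent inhibition above its own plate's cutoff, namely the mean of that plate's compound wells plus 3 SD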;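 also: peak over basal fluorescence ratio during 140 s after agonist addition; 0% = ACh EC80 plus DMSO and 100% = DMSO alone without agonist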
# TAAR1 antag – antagonists of human TAAR1. inhibition, % at 3 µM. CHO RD-HGA16 TAAR1, Fluo-8 calcium fluorescence, antagonist. hit rate 1.5% among 360,000. Q96RJ0. AID 624466;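 active = inhibition above a per-plate cutoff, the mean inhibition of test compounds on that plate plus 3 SD, cut at about 49% in these data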;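 also: 0% = DMSO plus EC80 beta-PEA response and 100% = DMSO alone without agonist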
#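 test system = CHO RD-HGA16 cells bearing hTAAR1 | replication = singlicate | controls = DMSO-only wells and EC80 β-PEA-stimulated wells | reagent = EC80 β-phenethylamine stimulus | read-out basis = percent inhibition of PEA-evoked calcium signal, max/basal emission ratio | schedule = seeding 17-24 h prior, 75-min 37 °C, 30-min RT dye loading | signal = kinetic Fluo-8 calcium fluorescence measurement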
# CHO parental Ca – counter-screen: ATP calcium response change in parental CHO cells; parental CHO-K1, ATP-induced calcium, Fluo-8 fluorescence; hit rate 0.63% among 330,000; inhibition, % at 5.6 µM;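 active = inhibition above that plate's mean sample inhibition plus 3 SD, cut at about 26% in these data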;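 also: 0% = ATP-challenged DMSO wells and 100% = DMSO wells without ATP; some compounds past the cut are filed as inactive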
#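 Assay system: parental CHO cells; Read-out basis: percent inhibition of ATP-evoked calcium rise, normalized to controls; Benchmarks: ATP and no-ATP DMSO wells; Compound dosing: single nominal dose of 5.6 µM per compound; Signal: Fluo-8 calcium dye fluorescence; Also added: ATP as calcium-mobilizing challenge; Repeats: singlicate.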
# * hit, by the source's call; · = not tested or not shown.
SMILES,CHO-K1 Ca antag,TAAR1 agonist,CHO-K1 Ca PAM,CHRM1 PAM,CHO-K1 Ca ag,M1 ag,M1 antag,TAAR1 antag,CHO parental Ca
COc1cc(/C=N/NC(=O)/C(=C\c2ccc([N+](=O)[O-])cc2)NC(=O)c2ccccc2)cc(OC)c1O,-1,0,19,11,0.5,-1,-12,-11,-2
C[C@H]1CN([C@@H](C)CO)C(=O)Cc2cc(NC(=O)CCC(F)(F)F)ccc2O[C@H]1CN(C)S(=O)(=O)c1ccc(Cl)cc1,-11,13,2,5,0.2,-14,-8,7,-36
CCOC(=O)c1c(-c2ccc(C)s2)csc1N,-10,-3,21,-3,-0.3,-6,0,-19,-7
CC(=O)O[C@H]1c2ccccc2-c2ccccc2[C@@H]1OC(C)=O,-19,0,13,8,-0.5,-8,-13,4,-6
Cc1cc(SCNC(=O)c2ccccc2)ncn1,-27,7,6,5,0.4,1,-22,-14,0
COc1ccc(C(=O)NC(=S)Nc2ccc3c4c(cccc24)CC3)cc1OC,15,1,-7,4,-0.6,2,7,-52,-20
COc1cccc(CN2CCC2(C)C(=O)Nc2ccc(C)cc2)c1F (stereo not given),-16,0,19,1,0.3,-1,-6,-8,·
CC(=O)N1CCN(c2ccc(NC(=O)c3ccc4c(c3)OCCO4)cc2)CC1,-10,9,2,12,1.3,-3,7,9,-13
Cc1ccc(-c2csc(NC(=O)CCNC(=O)c3ccccc3Cl)n2)cc1,4,10,6,-3,4.9,-3,-3,25,-11
CCCCCOC(=O)Nc1ccc(S(=O)(=O)Nn2cnnc2)cc1,-20,14,11,3,0.6,-1,-8,-6,-3
CCc1ccccc1NC(=O)Nc1cnccn1,6,-2,-5,-1,-0.4,-1,15,-5,2
COc1ccc(-c2nnn(CC(=O)N(Cc3ccccc3Cl)C(C(=O)NCC3CCCO3)c3ccco3)n2)cc1 (stereo not given),3,28,8,-1,1.2,-2,-2,43,-19
CCNc1nc(C23CC4CC(CC(C4)C2)C3)cs1,20,13,-16,-3,-0.6,-13,-1,8,-8
Cc1ccc(NC2SC(=O)N(Cc3cccc(C(=O)O)c3)C2=O)c(C)c1 (stereo not given),-4,0,-10,6,0.5,-3,-12,-15,18
COc1cc(OC)cc(C(=O)Nn2cc(C(=O)Nc3c(F)cccc3F)c3ccccc3c2=O)c1,7,3,4,8,0.0,-6,-9,-10,0
COc1ccccc1-n1c(Cc2cccs2)n[nH]c1=S,24,-1,-10,-4,-0.5,-8,6,9,-1
Cn1cc(CN2CCc3c([nH]c4ccccc34)C2C2CCCCC2)cn1 (stereo not given),-7,10,6,-1,0.1,-10,-5,-17,-16
COc1cc(NC(=S)N2CCCC(C)C2)c(OC)cc1Cl (stereo not given),-5,31,10,5,0.2,-10,-8,-20,6
O=C(c1ccc(Cl)cc1)c1oc2ccccc2c1CS(=O)c1ccc(Cl)cc1 (stereo not given),-13,5,-1,13,0.1,-1,-13,4,-13
CCN(CC)S(=O)(=O)c1ccc(Cl)c(NC(=O)CCCCl)c1,-5,0,5,4,-0.2,-4,-11,0,-2
COc1ccc(/C=N\NC(=O)c2cc3c(ccc4ccccc43)o2)cc1O,-4,10,-17,-5,9.2,0,4,57*,·
CN(CC(=O)Nc1ccccc1Br)C(=O)C1CCN(C(=O)c2ccc(Cl)cc2)CC1,-5,3,22,7,1.6,-4,-12,-8,-3
COc1ccc(C=Nc2cccc3c(=O)[nH][nH]c(=O)c23)c2ccccc12,-13,1,14,6,0.4,-5,-9,4,-14
CSCCC(NC(N)=O)C(=O)Nc1ccc(F)c(Cl)c1 (stereo not given),-5,3,7,8,0.9,-2,-7,0,-4
CCn1ncc([N+](=O)[O-])c1C(=O)Nc1c(C)nn(Cc2ccc(F)cc2)c1C,-12,2,17,8,1.0,-1,-12,2,-6

# The last 4 entries of the part before open the next one:
SMILES,CHO-K1 Ca antag,TAAR1 agonist,CHO-K1 Ca PAM,CHRM1 PAM,CHO-K1 Ca ag,M1 ag,M1 antag,TAAR1 antag,CHO parental Ca
CN(CC(=O)Nc1ccccc1Br)C(=O)C1CCN(C(=O)c2ccc(Cl)cc2)CC1,-5,3,22,7,1.6,-4,-12,-8,-3
COc1ccc(C=Nc2cccc3c(=O)[nH][nH]c(=O)c23)c2ccccc12,-13,1,14,6,0.4,-5,-9,4,-14
CSCCC(NC(N)=O)C(=O)Nc1ccc(F)c(Cl)c1 (stereo not given),-5,3,7,8,0.9,-2,-7,0,-4
CCn1ncc([N+](=O)[O-])c1C(=O)Nc1c(C)nn(Cc2ccc(F)cc2)c1C,-12,2,17,8,1.0,-1,-12,2,-6
CSCCC(N=C(NS(=O)(=O)c1ccccc1)c1ccccc1)C(=O)O (stereo not given),-15,11,14,11,0.9,-3,-18,-15,-1
CCOC(=O)C1CCN(S(=O)(=O)c2cccc(-c3cn4cccnc4n3)c2)CC1,-13,4,14,4,3.7,0,-11,7,-2
Cn1ccnc1C(=O)c1cc(SCC(=O)NCc2ccccc2)nc2ccccc12,-14,4,18,6,6.0,-1,-10,2,-19
Cc1ccc(S(=O)(=O)N(C)c2ccc(OC(=O)c3cccs3)cc2)cc1C,11,1,-6,-11,3.2,-1,26,8,12
Cc1nn(-c2nc3ccccc3n2Cc2ccccc2)c2c1C(=O)CC(C)(C)C2,-2,9,14,7,-0.3,-7,-30,1,-28
CCCN(CC(=O)Nc1ccc(F)c(F)c1F)C(=O)Cc1ccc(OC)c(S(=O)(=O)N2CCOCC2)c1,-14,0,12,12,-0.1,-5,-17,-2,·
O=[N+]([O-])c1cccc(Cn2cnc3c(=S)nc[nH]c32)c1,-14,3,10,10,1.4,0,-20,-19,·
O=C(COc1ccc(Cl)cc1)OCC(=O)N1CCCCCC1,-3,8,10,3,0.5,-4,-5,-16,-12
CC1=CC(C)(C)N(S(=O)(=O)c2ccc(C)cc2)c2ccc(C)cc21,-14,6,17,-2,0.4,-8,-17,14,0
CCOc1ccc(CN2C(=O)c3ccccc3C2C(=O)NC(C)CC)cc1OC (stereo not given),-9,0,8,13,0.2,-1,-4,-2,-14
Cc1cc(NC(=O)Nc2ccccc2)n(C(C)(C)C)n1,-13,1,6,5,1.3,-2,-11,-2,-1
Cc1ccc(N2C(=O)N(CC(=O)Nc3ccc([N+](=O)[O-])cc3)C(=O)C2C)cc1 (stereo not given),-13,0,0,0,0.2,-4,1,-14,-1
Cn1c(SCc2nc(-c3ccc(Cl)cc3)no2)nnc1-c1cccs1,7,1,-5,14,-0.7,-7,-17,0,-4
O=C(O)C(Cc1c[nH]c2ccccc12)N1C(=O)C2C3c4ccccc4C(c4ccccc43)C2C1=O (stereo not given),-14,4,18,14,0.8,-6,-4,-1,2
COc1ccccc1NC(=S)NC1CC2CCC1C2 (stereo not given),7,0,-12,18,-0.8,-2,-2,-7,-11
NS(=O)(=O)c1ccc(CCNC(=O)CCCNC(=O)c2ccc(Cl)cc2)cc1,-13,0,-5,3,0.3,-4,-2,-9,-8
Cc1cc(Cl)c2oc(C(=O)N(C)Cc3ccon3)c(C)c2c1,7,0,13,0,5.5,-2,12,-31,-7
C/C(=N\NC(=O)c1ccncc1)c1cccc(NC(=O)c2ccc(C(C)(C)C)cc2)c1,5,10,-15,-4,5.2,-3,7,76*,-12
Cn1c(N)c(C(=O)COC(=O)Cc2ccsc2)c(=O)n(C)c1=O,11,3,-6,9,0.2,1,-3,0,-8
CCCCn1c(N)c(N(C(=O)CSc2nnnn2-c2ccccc2C)C2CCCC2)c(=O)[nH]c1=O,4,3,5,4,0.0,0,-11,-3,·
O=C(Nc1c(C(=O)N2CCOCC2)cnn1-c1ccccc1)c1ccccc1,-11,14,16,8,0.5,-4,-7,-1,-8
CN(Cc1ccccc1)c1ncnc2[nH]ncc12,-16,3,13,1,2.0,4,-10,17,·
CN(C(=O)COC(=O)c1ccc2ccccc2n1)c1ccccc1,-23,0,16,8,0.9,-8,-16,-5,4
COC(=O)c1ccccc1NS(=O)(=O)c1ccc(O)c(C(=O)O)c1,-21,24,10,15,0.3,2,-41,5,-8
COc1ccc(/C=C(\C#N)C(=O)N2CCOCC2)cc1Br,2,0,3,2,1.3,-1,7,0,1

# Random excerpt: 2 records from the list.
SMILES,CHO-K1 Ca antag,TAAR1 agonist,CHO-K1 Ca PAM,CHRM1 PAM,CHO-K1 Ca ag,M1 ag,M1 antag,TAAR1 antag,CHO parental Ca
Cc1ccc(-c2csc(NC(=O)CCNC(=O)c3ccccc3Cl)n2)cc1,4,10,6,-3,4.9,-3,-3,25,-11
CCOC(=O)C1CCN(S(=O)(=O)c2cccc(-c3cn4cccnc4n3)c2)CC1,-13,4,14,4,3.7,0,-11,7,-2

# Further results follow.
SMILES,CHO-K1 Ca antag,TAAR1 agonist,CHO-K1 Ca PAM,CHRM1 PAM,CHO-K1 Ca ag,M1 ag,M1 antag,TAAR1 antag,CHO parental Ca
CCCCNC(=O)C1(C)CCCCN1C(=O)c1ccc2ccccc2n1 (stereo not given),4,0,-1,4,0.1,1,-17,-7,·
Cc1cc(C(=O)O)ccc1-n1c(C)cc(/C=C(/C#N)C(=O)Nc2ccccc2)c1C,3,-1,7,-3,2.2,-4,-1,-6,-1
CC(C)(C)S(=O)N1Cc2cc(=O)n(Cc3ccccc3)cc2[C@H]1CCO (stereo not given in full),-11,1,7,0,0.3,-1,-4,0,·
CC(C)c1ccc(NC(=S)N2CCN(Cc3ccccc3)CC2)cc1,-19,0,14,4,0.0,-5,-7,-5,-18
Cc1ccc(CNC(=O)[C@H]2O[C@@H](n3cnc4c(N)ncnc43)[C@H](O)[C@@H]2O)o1,1,2,-2,2,0.1,-3,-20,-17,·
O=C1CC(NS(=O)(=O)c2cccs2)CN1c1ccc(Cl)cc1 (stereo not given),17,3,-27,8,0.5,5,10,-8,-14
O=C1C=C(O)c2[nH]c(=O)ccc2C1=O,-20,2,10,3,0.0,-2,-14,-6,·

# Only CHO-K1 Ca PAM (four entries from above):
Structure | CHO-K1 Ca PAM
CC(C)(C)S(=O)N1Cc2cc(=O)n(Cc3ccccc3)cc2[C@H]1CCO (stereo not given in full) | 7
CC(C)c1ccc(NC(=S)N2CCN(Cc3ccccc3)CC2)cc1 | 14
Cc1ccc(CNC(=O)[C@H]2O[C@@H](n3cnc4c(N)ncnc43)[C@H](O)[C@@H]2O)o1 | -2
O=C1CC(NS(=O)(=O)c2cccs2)CN1c1ccc(Cl)cc1 (stereo not given) | -27
